# NCOA2 inhibitor: human SRC2 (NCOA2) inhibition | Q15596 | HEK293 GAL4-SRC2 luciferase reporter, luminescence | inhibition, % at 9 µM | 370,000 tested, 0.17% active | AID 651957;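 active means inhibition above the mean inhibition of all tested compounds plus 3 SD, set per campaign, cut at about 52% in these data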;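 further: 0% = DMSO treated cells and 100% = cells given Gossypol at 36 µM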
# SRC3 inh: human NCOA3 inhibition; AID 588352; HEK293 GAL4-SRC3 luciferase reporter, luminescence; 360,000 tested, 0.17% active; inhibition, % at 3.6 µM;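 active means inhibition above a per-campaign cutoff, the mean of all compounds plus 3 SD, cut at about 60% in these data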;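 further: 0% = DMSO-treated cells and 100% = gossypol-treated cells at 36 µM; higher means less SRC3-driven luciferase light from the GAL4 reporter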
# SRC1 inh: inhibits human SRC1 coactivator; Q15788; 360,000 tested, 0.12% active; inhibition, % at 3.6 µM; AID 588354; HEK293 GAL4-SRC1 luciferase reporter, luminescence;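 active means inhibition above the campaign mean plus 3 SD, with each screening campaign given its own cutoff, cut at about 60% in these data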;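 further: 0% = DMSO treated cells and 100% = gossypol at 36 µM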
# MC4R antagonist: blocks human MC4R cAMP signaling; inhibition, % at 6.5 µM; MC4R-expressing cells, MTII-stimulated cAMP, LANCE TR-FRET; P32245; 360,000 tested, 0.48% active;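 active means inhibition above its plate's cutoff, the mean of tested wells on that plate plus 3 SD, cut at about 29% in these data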;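 further: 0% = Melanotan II alone and 100% = Melanotan II plus saturating MCL0020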
# Target sequence (P32245 whole entry, looked up): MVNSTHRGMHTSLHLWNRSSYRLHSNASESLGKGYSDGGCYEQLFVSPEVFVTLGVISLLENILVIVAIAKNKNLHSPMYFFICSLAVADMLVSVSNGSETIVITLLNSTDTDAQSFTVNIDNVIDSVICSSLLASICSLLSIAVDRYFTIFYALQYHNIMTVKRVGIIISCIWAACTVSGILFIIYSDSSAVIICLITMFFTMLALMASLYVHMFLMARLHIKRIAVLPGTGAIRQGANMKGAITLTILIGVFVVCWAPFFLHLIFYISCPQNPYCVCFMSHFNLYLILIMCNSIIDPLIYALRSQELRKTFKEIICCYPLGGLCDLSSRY
#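 Assay system: U2OS-MC4R stable cell line; Also added: Melanotan II; Technique: Eu-cAMP/anti-cAMP TR-FRET, emission 671 nm; Times: 30-min compound, 1-h challenge, 1-h detection, room temperature.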
# TLR9-MyD88 inh: TLR9-MyD88 interaction inhibition; 340,000 tested, 0.21% active; AID 504734; CHO BLA complementation TLR9-MyD88, CCF4 FRET ratio; inhibition, % at 4.98 µM;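 active means inhibition above the mean over all tested compounds plus 3 SD, cut at about 21% in these data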;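 further: 0% = DMSO only wells and 100% = clavulanate BLA inhibitor control wells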
# LRH-1 inv ag: NR5A2 inverse agonism in reporter assay | 360,000 tested, 0.13% active | HEK293T StAR-luciferase reporter, LRH-1 transfected, 24 h | O00482 | AID 602396 | inhibition, % at 3.6 µM;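 active means inhibition above the mean inhibition of all tested compounds plus 3 SD, cut at about 73% in these data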;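 further: 0% = DMSO wells and 100% = reporter-only cells lacking LRH-1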
# Target sequence (O00482 whole entry, looked up): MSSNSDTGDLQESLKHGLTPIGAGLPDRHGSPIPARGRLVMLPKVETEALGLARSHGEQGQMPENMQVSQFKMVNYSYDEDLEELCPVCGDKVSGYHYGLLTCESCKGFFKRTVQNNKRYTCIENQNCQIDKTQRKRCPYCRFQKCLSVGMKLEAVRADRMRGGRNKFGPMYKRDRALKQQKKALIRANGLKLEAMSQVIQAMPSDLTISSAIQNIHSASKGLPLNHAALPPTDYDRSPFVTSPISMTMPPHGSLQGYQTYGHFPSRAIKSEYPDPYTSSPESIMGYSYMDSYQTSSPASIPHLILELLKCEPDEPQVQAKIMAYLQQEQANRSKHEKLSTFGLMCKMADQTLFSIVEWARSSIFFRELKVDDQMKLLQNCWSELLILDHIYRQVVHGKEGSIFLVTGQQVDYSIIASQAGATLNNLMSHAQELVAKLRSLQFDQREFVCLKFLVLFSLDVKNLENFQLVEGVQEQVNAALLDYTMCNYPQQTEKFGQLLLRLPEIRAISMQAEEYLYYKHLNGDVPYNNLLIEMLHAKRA
# NOD2 RIPK2 PPI: inhibitors of human NOD2-RIPK2 interaction | inhibition, % at 4.98 µM | 360,000 tested, 0.38% active | AID 624267 | CHO BLA complementation NOD2-RIPK2, CCF4 ratio | O43353; in the data active means inhibition above about 21%;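 further: 0% = vehicle only and 100% = reference blocker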
# ABHD5 PLIN5 PPI: inhibitors of human ABHD5-perilipin-5 interaction | inhibition, % at 4 µM | Split G. princeps luciferase complementation, luminescence, 4 h | Q00G26+Q8WTS1 | 360,000 tested, 0.78% active;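 active means inhibition above the mean inhibition across every tested compound plus 3 SD, cut at about 22% in these data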;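 further: 0% = DMSO only wells and the 100% control is not disclosed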
# EBV LMP1 NFkB: inhibitors of Epstein-Barr LMP1-induced NF-kappaB reporter | inhibition, % at 12.5 µM | 350,000 tested, 0.69% active | LMP1-induced NF-kappaB luciferase reporter cells, luminescence; in the data active means inhibition above about 41%;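 further: 0% = neutral control wells and 100% = reference inhibitor control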
# COUP-TFII inh: blocks human COUP-TFII nuclear receptor; P24468; HEK293T NGFI-A luciferase reporter, luminescence; inhibition, % at 8.6 µM; 370,000 tested, 0.7% active;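 active means inhibition above a per-plate cutoff, mean inhibition of test wells between control levels plus 3 SD, cut at about 38% in these data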;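 further: cells cotransfected with COUP-TFII expression vector driving the NGFI-A reporter; 0% = median of COUP-TF2 test wells and 100% = reporter-only cells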
# MC4R ag barr: agonists of human melanocortin 4 receptor (MC4R) beta-arrestin. activation, % at 8.9 µM. AID 540308. P32245. U2OS MC4R beta-arrestin complementation, luminescence; percent of melanotan II response, DMSO zero. 360,000 tested, 0.98% active;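 active means activation above a per-plate cutoff, the mean activation of sample wells on that plate plus 3 SD, cut at about 8% in these data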
# The depositor's hits bear a star; nt = no result given. Not all compounds are listed; rates above refer to the full screens.
SMILES,NCOA2 inhibitor,SRC3 inh,SRC1 inh,MC4R antagonist,TLR9-MyD88 inh,LRH-1 inv ag,NOD2 RIPK2 PPI,ABHD5 PLIN5 PPI,EBV LMP1 NFkB,COUP-TFII inh,MC4R ag barr
Cc1ccc2nc(-c3ccc(NC(=O)COC(=O)c4ccc([N+](=O)[O-])o4)cc3)sc2c1,-25,-66,-123,7,-6,-76,-1,2,17,-82,-0.4
O=c1cc(-c2ccccc2Cl)oc2c(NS(=O)(=O)c3cc(Cl)cc(Cl)c3O)ccc(O)c12,nt,-6,-10,6,-6,-2,6,4,12,nt,-1.8
CSCCC(NC(=O)c1ccc(Cl)cc1Cl)C(=O)OC1CCCCC1=O (configuration not stated),2,9,-18,16,1,6,3,-4,-2,8,-4.8
CC[C@]12c3[nH]c4ccccc4c3CCN1C(=O)C(CC(=O)NCCN1CCOCC1)C[C@@H]2C(=O)N1CCN(C(=O)C2CC2)CC1 (some centres not stated),-9,-8,5,0,7,-2,-2,3,0,2,-1.9
Cc1cccc(Oc2nc(-c3ccncc3)nc3ccccc23)c1,11,24,-8,-2,-1,22,-3,-1,-4,-10,-2.0
COc1ccc(NC(=S)NCc2ccc(S(N)(=O)=O)cc2)cc1OC,10,-7,3,25,-11,-8,3,4,-7,25,-0.4
CN1CCN(C(=O)c2ccc(CN(c3ccccc3)S(=O)(=O)c3ccccc3)cc2)CC1,-3,7,4,8,-10,15,-8,-1,-3,3,-1.3
CC(C)C[C@@H](COCc1ccc(Cl)cc1)N1CCN(C(=O)c2ccc(C(F)(F)F)cc2)CCC1=O,-18,nt,nt,nt,nt,10,12,-7,nt,1,nt
CCn1c(O)c(C=NC2CCCC2)sc1=S,9,-36,-26,-3,1,-17,-4,-7,-8,1,0.0
COc1cccc(OC)c1C(=O)Nc1ccc(S(=O)(=O)N2CCCCC2)cc1,-1,-13,-11,2,3,-14,1,11,1,-4,0.4
O=C(C1=C(c2ccccc2)C(=O)c2ccccc2C1=O)c1ccccc1,57*,82*,20,-2,-1,-9,-1,-12,90*,17,-3.1
CCCNC(=O)NC(=O)COC(=O)c1oc2ccc(OCC)cc2c1C,3,-22,-11,12,2,-13,-1,-1,-12,-5,2.1
COc1ccc(C2c3ccc(O)cc3Oc3ncn(Cc4ccco4)c(=N)c32)cc1OC (configuration not stated),-10,4,-9,-3,-7,2,-5,4,0,1,2.0
c1ccc(-n2c(-c3ccncc3)nnc2-c2cccs2)cc1,-8,-15,-1,12,-7,-10,-11,3,1,-5,2.2
C[C@H](O)[C@@H]1C(=O)N2CCc3ccc(N4CCOCC4)cc3[C@@H]2C[C@@H]1N(C)C(=O)C(C)(C)C,5,-19,-1,-1,-11,-12,-5,8,-4,-8,4.3
O=CNNC(=O)c1cccc([N+](=O)[O-])c1,-39,2,-14,-1,-13,8,-12,-3,4,11,-0.6
CC(/C=N/NC(=O)Cc1cc(=O)[nH][nH]1)=C\c1ccccc1,6,-9,1,7,2,21,-4,7,-2,8,-0.8
O=C1NC2(CCCCC2)C(=O)N1CCS(=O)(=O)Oc1ccccc1,12,0,-2,16,5,-4,11,-3,7,-3,0.2
CCCCNC(=S)N(C)/N=C/c1c(C)[nH]c2ccccc12,13,12,-19,-12,0,14,-8,5,10,14,0.3
O=C(CC1C(=O)NCCN1Cc1ccc(-c2ccccc2)cc1)NC1CCC1 (configuration not stated),-10,-2,-1,-2,1,10,-8,2,-6,13,-2.1
O=C(/C=C/c1ccc(OCCCF)cc1)Nc1ccnc(-c2ccncc2)n1,-3,-15,0,-2,11,5,-5,-1,4,4,-1.0
CCOCC(=O)Nc1cccc(Br)c1,-4,-5,-4,15,-2,6,-2,4,-4,-1,1.9
c1ccc(CN2CCN(C(c3ccccc3)c3ccccc3)CC2)cc1,4,9,3,2,-2,14,-4,-2,-4,-3,1.7
CC(=O)Nc1ccc(S(=O)(=O)NCCCc2ccccc2)cc1,6,12,-30,-5,-9,-4,-7,-96,11,18,-0.6
O=C(COc1ccc(F)cc1Br)NCCCN1CCCC1=O,-1,5,-41,-3,0,8,-1,-3,-5,28,-1.1
COc1ccc(-n2cc([N+](=O)[O-])c(=O)c3ccc(Cl)cc32)cc1,15,13,-2,7,0,4,-7,7,-1,-5,-1.7
CC1CC2(CCCC2)N(C(=O)N(C)C)c2ccc(F)cc21 (configuration not stated),-26,4,5,18,-6,-10,0,14,-2,8,-1.2
CCN(C(=O)COC(=O)CNS(=O)(=O)c1ccccc1)c1ccccc1,17,11,2,4,5,-22,14,0,1,1,-2.0
Cn1c(-c2ccc3c(c2)OCO3)c(C(=O)O)c(=O)c2ccccc21,6,12,-7,-3,2,8,3,-2,3,-13,-2.7
Cc1cc(NC(=O)NCc2ccco2)ccc1NC(=O)NCc1ccco1,-2,-1,-17,-3,3,-1,-7,3,-7,-6,0.2

# One compound at a time, from the list above. Values in the order: NCOA2 inhibitor | SRC3 inh | SRC1 inh | MC4R antagonist | TLR9-MyD88 inh | LRH-1 inv ag | NOD2 RIPK2 PPI | ABHD5 PLIN5 PPI | EBV LMP1 NFkB | COUP-TFII inh | MC4R ag barr
# CC(=O)Nc1ccc(S(=O)(=O)NCCCc2ccccc2)cc1 is listed as 6 | 12 | -30 | -5 | -9 | -4 | -7 | -96 | 11 | 18 | -0.6
# Cc1cc(NC(=O)NCc2ccco2)ccc1NC(=O)NCc1ccco1 is listed as -2 | -1 | -17 | -3 | 3 | -1 | -7 | 3 | -7 | -6 | 0.2

# Other records follow.
SMILES,NCOA2 inhibitor,SRC3 inh,SRC1 inh,MC4R antagonist,TLR9-MyD88 inh,LRH-1 inv ag,NOD2 RIPK2 PPI,ABHD5 PLIN5 PPI,EBV LMP1 NFkB,COUP-TFII inh,MC4R ag barr
Cc1ccc(-c2n[nH]c(=O)c3ccccc23)cc1N,-4,-8,4,1,-5,10,-8,0,-3,-1,-1.6
CCOc1cc(C(=O)NC2CCCCCCC2)cc(OCC)c1OCC,-31,-5,18,12,1,9,-1,-4,-3,2,3.3
CCOc1ccccc1NC(=O)CN(c1ccc(OC)cc1)S(=O)(=O)c1c(C)[nH]c(=O)[nH]c1=O,8,10,2,-2,9,11,0,0,2,9,-1.2
CCOC(=O)C1=C(C)Nc2ccc(C)cc2S1,-8,0,4,8,-10,18,-4,-10,4,11,-2.1
O=C(Cc1ccccc1)NCCN1CCCC1,-4,7,-7,0,-8,11,7,0,-11,9,0.8
COc1ccc(-n2c(SC(C)C(=O)N3CCOCC3)nc3ccccc3c2=O)cc1 (configuration not stated),3,8,1,-1,6,6,-6,-3,-2,-2,-1.5
O=C(NC(Cc1ccccc1)C(=O)O)/C(=C/c1cccc([N+](=O)[O-])c1)NC(=O)c1cccc(Br)c1 (configuration not stated),-13,-18,-4,6,3,2,-6,3,1,5,-1.3
O=C(Nc1ccccc1-c1ccccc1)NC1CCN(C(=O)N2CCOCC2)CC1,-12,1,-1,0,2,-6,-4,-1,8,-8,0.2
Cc1ccc(S(=O)(=O)c2cnc(-c3ccccc3)nc2N2CCCCC2)cc1,3,13,3,4,2,9,-5,-5,-5,2,-1.1
Cn1c(SCc2ccc3c(c2)OCO3)nnc1-c1ccccc1,-8,-18,-16,2,2,-13,-3,-4,-11,4,-1.2
O=C(C(=O)N1CCC(c2ccccc2)CC1)c1ccc(F)c(F)c1,-6,nt,nt,nt,nt,12,-1,2,nt,-20,nt
CCCCn1c(N)c(N(CCOC)C(=O)c2oc3ccc(OCC)cc3c2C)c(=O)[nH]c1=O,14,16,-3,-4,1,12,4,-2,7,-5,-3.1
CNC(=S)N(Cc1cc2ccc(OC)cc2[nH]c1=O)CC1CCCO1 (configuration not stated),-17,3,-15,-1,3,5,3,0,6,5,-1.0
CC12C=CC3(O1)C(C(=O)N(c1cccnc1)C3C(=O)NC1CCCCC1)C2C(=O)Nc1ccccc1 (configuration not stated),-10,6,7,-1,6,6,-9,-3,-6,-3,-2.5
Cc1ccc(-n2ncc3c(=O)n(CC(=O)N(C)C)cnc32)cc1C,-35,-30,-25,12,2,-15,-8,-2,-4,-17,-0.4
CCOC(=O)C1(C)CCCN(C(=O)Cc2ccc3ccccc3c2)C1 (configuration not stated),-12,-15,-7,0,nt,2,2,7,nt,-2,-0.7
COc1ccc(-c2sc3ccccc3c2/C=C/c2ccc(OC)c(OC)c2)cc1,-7,-4,4,7,-12,26,-3,6,4,2,-0.9
COc1ccccc1NS(=O)(=O)c1cccc(NC(=O)c2sc3ccccc3c2Cl)c1,3,12,-26,10,1,3,-9,-4,17,15,-0.8
CC(C)(C)c1cc(C(=O)Nc2cccc3ccccc23)ccn1,6,-6,-10,2,-14,11,8,-2,10,-3,-0.7
COC(=O)C(Cc1ccc(O)cc1)NC(=O)CCc1ccco1 (configuration not stated),17,-5,6,17,-3,-8,-1,5,-2,1,-0.1
C(=N\NC(=Nc1ccccc1)c1ccccn1)/c1ccccn1,-35,-17,-14,7,-6,-87,4,0,6,-23,2.3
Cc1nc(C#N)c(NCc2ccc3c(c2)OCO3)o1,-18,18,-5,-6,-1,13,-6,-6,-4,20,-0.8
COc1cccc(C(=O)CSc2nnnn2C2CCCCC2)c1,-62,-22,-18,-4,4,6,-2,-1,-10,-24,-0.6
CCN(CC)Cc1c(O)ccc2c(=O)c(-c3ccccc3Cl)coc12,3,2,9,2,0,-2,2,5,-4,-7,0.4
CC(C)(C)OC(=O)N1CCCC(C(=O)Nc2cccc(C(=O)N3CCOCC3)c2)C1 (configuration not stated),10,3,-15,1,-12,16,-6,-1,-3,-6,0.3
O=C(NCc1nnc(SCC(=O)N2CCOCC2)o1)c1ccccc1F,17,11,2,13,-6,7,-5,-1,6,8,2.1
CN(C(=O)c1cccc(NC(=O)Cc2ccc(NC(=O)C3CCCN(C(=O)C4CC4)C3)cc2)c1)C1CCCCC1 (configuration not stated),4,-2,4,2,4,9,-8,0,-9,-1,-3.3
OCCC1CN(Cc2cccn2-c2cccnc2)CCN1C1CCCCC1 (configuration not stated),22,6,-5,-8,-4,3,2,-4,-4,11,-1.4
COc1ccc(OCC(=O)N2CCN(c3nnc(-c4ccc(C)cc4)c4ccccc34)CC2)cc1,9,27,7,2,-2,17,-15,13,21,38*,-0.9
Cc1ccc2[nH]c(=O)c(CN(CCN3CCOCC3)C(=O)Nc3ccc(F)cc3)cc2c1,-1,0,2,7,-10,5,-6,1,0,-9,-0.8
COc1ccc(OC)c(NC(=O)COC(=O)/C=C/c2ccccc2Cl)c1,-5,-3,12,-3,-2,-6,1,0,0,-5,0.9
CCC(=O)NCCC(c1ccco1)c1ccccc1OC (configuration not stated),5,0,-10,20,-3,3,-18,18,4,2,1.6
Cc1nn(Cc2ccccc2Cl)c(C)c1NC(=O)c1cc(-c2ccc(F)cc2)on1,-8,2,-2,16,2,16,-10,3,8,-5,8.9*
O=C(NCCc1ccc(Cl)cc1)c1n[nH]c2ccccc12,-46,-22,-12,23,-1,-45,-5,1,-8,-21,1.0
Cc1ccccc1NC1=C/C(=N\S(=O)(=O)c2ccc(C(=O)O)cc2)c2ccccc2C1=O,-22,1,4,-24,-3,17,-1,-16,-13,-19,-3.7
